From PubChem BioAssay
GLP-1R agonist = qHTS of GLP-1 Receptor Agonists; Glucagon-like peptide 1 receptor (Homo sapiens), P43220; HEK293 GLP-1R CRE-luciferase, luminescence, 4-6 h; cells express a hypersensitive GLP-1R form; Potency, µM (doses to about 45.6 µM), without a hit: at the top dose activation, actives largely listed as activators; hit rate 0.007% among 380,000; note: potency is the fitted concentration of half-maximal effect; % of control where 0% means no effect
Target sequence (P43220 whole entry, looked up): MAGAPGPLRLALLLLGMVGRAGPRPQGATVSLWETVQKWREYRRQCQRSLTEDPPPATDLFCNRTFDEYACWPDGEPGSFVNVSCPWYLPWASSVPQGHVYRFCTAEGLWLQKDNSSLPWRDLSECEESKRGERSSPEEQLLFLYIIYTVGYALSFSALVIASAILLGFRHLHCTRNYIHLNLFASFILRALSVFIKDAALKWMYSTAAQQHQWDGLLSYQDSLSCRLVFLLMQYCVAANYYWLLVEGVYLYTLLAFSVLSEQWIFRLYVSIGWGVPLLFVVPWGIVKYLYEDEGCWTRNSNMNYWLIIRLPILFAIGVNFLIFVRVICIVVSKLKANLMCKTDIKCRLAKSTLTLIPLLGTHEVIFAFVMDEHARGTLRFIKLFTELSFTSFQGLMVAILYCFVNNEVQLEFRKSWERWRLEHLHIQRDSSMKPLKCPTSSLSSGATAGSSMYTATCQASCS
SW480 rerep = A quantitative high throughput screen for small molecules that induce DNA re-replication in SW480 colon adenocarcinoma cells. hit rate 1.8% among 340,000. Potency, µM (doses to about 46.1 µM), for the others: top-dose re-replication activation, hits mostly activators. AID 624297, 2012. SW480 DNA re-replication, Hoechst DNA content imaging, 48 h; note: potency is the fitted concentration of half-maximal effect; % of control where 0% means no effect; nearly all actives have a fitted effect of over 55% in size
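Quantitative HTS format with DMSO vehicle controls; 48 hr drug incubation at 37 C, then 40 min Hoechst staining and scanning imager measurement at 405 nm excitation.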
KB-3-1 tox = qHTS assay for MDR1-selective chemotherapeutics: Primary screen using the parental adenocarcinoma cell KB-3-1; KB-3-1 viability, CellTiter-Glo ATP luminescence, 72 h; Potency, µM (series often up to 46.1 µM), inactives show at the top dose activity change, negative = cytotoxic, most hits filed as cytotoxic; hit rate 1.4% among 400,000; AID 1347075, 2019; note: potency is the fitted concentration of half-maximal effect; % is set by controls: 0 for no effect and ±100 for the full control effect; nearly all actives have a fitted effect of over 60% in size
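Parental KB-3-1 adenocarcinoma cells in phenol-red-free DMEM with 10% FBS were pin-treated with compounds at several concentrations, incubated 72 h at 37 °C, and viability read by CellTiter-Glo luminescence; concentration-effect curves were fitted after normalization.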
KB-V1 MDR tox = qHTS assay for MDR1-selective chemotherapeutics: Primary screen using the drug-selected MDR subline cells KB-V1; hit rate 3.4% among 400,000; Potency, µM (top dose mostly 46.1 µM), without a hit: at the highest dose activity change, negative = cytotoxicity, actives largely listed as cytotoxic; AID 1347076, 2019; KB-V1 MDR cells viability, CellTiter-Glo, 72 h; note: potency is the fitted concentration of half-maximal effect; % is set by controls: 0 for no effect and ±100 for the full control effect; nearly all actives have a fitted effect of over 60% in size
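Drug-selected KB-V1 cells, grown in DMEM lacking phenol red with 10% FBS, receive compound titrations; after three days at 37 degrees C, surviving cell ATP is quantified by CellTiter-Glo luminescence and responses normalized and curve-fitted.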
HT1080-NT tox = qHTS for induction of synthetic lethality in tumor cells producing 2HG: qHTS for the HT-1080-NT fibrosarcoma cell line; HT-1080-NT fibrosarcoma viability, CellTiter-Glo ATP luminescence, 48 h; Potency, µM (highest dose often 46.1 µM), inactives show top-dose activity, negative = less viability, most hits filed as cytotoxic; hit rate 1.6% among 360,000; AID 686970, 2013;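 note: NT is the 2HG producing partner of a matched IDH1 knockdown line; potency is the fitted concentration of half-maximal effect; 0% = DMSO-treated cells and -100% = media-only wells without cells; nearly all actives have a fitted effect of over 55% in size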
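Viability by CellTiter-Glo luminescence after 48 h compound exposure at 37C of HT-1080-NT cells (750/well, RPMI, 5% FBS). % activity scaled between DMSO wells and medium-only wells, then curve-fitted and categorized by curve class.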
D3 antag = qHTS of D3 Dopamine Receptor Antagonist: qHTS | D(3) dopamine receptor (Homo sapiens), P35462 | D3R cells, DiscoveRx beta-arrestin luminescence, antagonist mode; active compounds read low | max response, negative = inhibition, % | hit rate 2.5% among 360,000; in the data active = max response below about -50%; inconclusive = no clear call, values can overlap the other calls; note: % is set by controls: 0 for no effect and ±100 for the full control effect; mostly tested at two doses, the higher about 12 µM
Target sequence (P35462 whole entry, looked up): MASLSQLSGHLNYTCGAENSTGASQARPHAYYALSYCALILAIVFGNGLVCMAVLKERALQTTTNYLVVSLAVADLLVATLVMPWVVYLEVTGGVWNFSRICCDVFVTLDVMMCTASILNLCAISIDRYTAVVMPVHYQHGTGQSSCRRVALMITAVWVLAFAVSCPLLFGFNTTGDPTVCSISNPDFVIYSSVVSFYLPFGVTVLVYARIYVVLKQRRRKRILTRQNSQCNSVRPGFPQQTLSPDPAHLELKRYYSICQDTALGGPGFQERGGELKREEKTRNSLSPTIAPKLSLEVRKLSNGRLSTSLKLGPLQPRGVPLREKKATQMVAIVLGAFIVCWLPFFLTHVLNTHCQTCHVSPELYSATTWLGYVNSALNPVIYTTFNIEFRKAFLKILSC
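Cells expressing the human receptor were seeded at 1500 cells/well, incubated overnight at 37 degrees C in 5% CO2, then exposed to library compounds with dopamine controls for 90 minutes at 37 degrees C before luminescent detection.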
D3 ag = qHTS of D3 Dopamine Receptor Agonist: qHTS | D3R DiscoveRx beta-arrestin cells, luminescence, 90 min | D(3) dopamine receptor (Homo sapiens), P35462 | hit rate 0.58% among 410,000 | AID 652048, 2013 | max activation, %; in the data active = max activation above about 30%; note: 0% is about no effect; mostly tested at two doses, the higher about 12 µM
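Cells at 1500/well, incubated overnight, then treated with pinned compounds (dopamine as control) for 90 min at 37 degrees C. DiscoveRx reagent added for 30 - 60 minutes at room temperature; luminescence read.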
HT1080 IDH1KD tx = qHTS for induction of synthetic lethality in tumor cells producing 2HG: qHTS for the HT-1080-IDH1KD cell line; HT-1080 IDH1 knockdown viability, ATP luminescence, 48 h; Potency, µM (titrated, usually from 46.1 µM), without a hit: at the top dose activity, negative = toxicity, usual class: cytotoxic; hit rate 2% among 360,000; AID 686971, 2013;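 note: potency is the fitted concentration of half-maximal effect; 0% = DMSO wells and -100% = cell-free medium wells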
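Cytotoxicity counter-line: IDH1KD HT-1080, 48 h, CellTiter-Glo. Curves classed by r2, magnitude and activity.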
IL-1B inflam inh = qHTS for Inhibitors of Inflammasome Signaling: IL-1-beta AlphaLISA Primary Screen; THP-1 LPS/ATP IL-1B secretion, AlphaLISA, 16 h; active compounds read low; activity change, % at 57.5 µM; hit rate 4.7% among 360,000; AID 743279, 2014; in the data active = activity change below about -50%; inconclusive = mostly about -30% to -49%; note: % is set by controls: 0 for no effect and ±100 for the full control effect
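THP-1 cells pretreated 1 hr with compounds (up to 57.5 uM final), then stimulated with LPS (250 ng/mL final) plus ATP (1.25 mM final); secreted IL-1B measured by AlphaLISA after 16 hr, decreased signal indicating inhibition.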
The depositor's hits bear a star; ? = inconclusive; / = not tested or not shown; [ ] = remark or other dose. Unless noted, calls come from the whole dose curve; as a rule, active = well fitted curve in the direction sought with a large enough effect; inconclusive = small, poorly fitted or top-dose-only effect, or another doubt; inactive = no such curve, though single readings can be large; an effect the other way counts as inactive or inconclusive.

SMILES	GLP-1R agonist	SW480 rerep	KB-3-1 tox	KB-V1 MDR tox	HT1080-NT tox	D3 antag	D3 ag	HT1080 IDH1KD tx	IL-1B inflam inh
C=CCNC(=S)N/N=C/c1ccc(OCc2ccccc2)cc1	0%	-7%	5%	4%	5%	4	1	14%	22
O=C(Nc1ccc(Cl)cc1Cl)NC1CCCC1	6%	10%	-2%	3%	12%	13	-2	10%	-5
CCc1cc2c(=O)n(Cc3ccco3)c(SCC(=O)N(C)C3CCS(=O)(=O)C3)nc2s1 (centres undefined)	9%	-1%	-1%	?	-7%	7	4	-12%	30
COc1ccccc1NS(=O)(=O)c1cc(NC(=O)C(C)(C)C)ccc1N1CCOCC1	-1%	-5%	-2%	-25%	12%	2	14	11%	-18
CN(CC(=O)N1CCN(c2ccccn2)CC1)S(=O)(=O)c1ccccc1	-5%	-2%	12%	?	14%	3	-1	3%[9.24 µM]	10
CCCc1c(C(=O)N/N=C/c2ccc(OCc3ccc(F)cc3)cc2)nnn1-c1nonc1N	-3%	/	-2%	12%	16%	72	1	11%	-4
O=C1CC(O)(C(F)(F)F)Oc2c1ccc1ccccc21 (centres undefined)	0%	?	6%	23%	?	9	13	-6%	9
N#CCCN(C(=O)COC(=O)c1ccc(CNS(=O)(=O)c2ccc(F)c(Cl)c2)cc1)c1ccc(F)cc1	6%	4%	19%	?	?	1	3	-27%	28
CCOC(=O)[C@H]1[C@H]2COc3ccc(C)cc3[C@@H]2N2C(=O)CN(Cc3ccc(OC)cc3)C(=O)[C@@]12C	2%	3%	14%	25%	0%	5	2	3%	-1
CCCC(=O)N1CCC1(C)C(=O)NS(=O)(=O)c1cc2c(cc1C)CCCS2(=O)=O (centres undefined)	-2%	/	0%	3%	25%	9	4	2%	11
CCCCCCN1C[C@H](O)[C@@H](n2cc(COC(=O)c3ccccc3)nn2)C[C@@H]1c1ccccc1	4%	/	3%	0%	-2%	24	6	2%	16
Cc1cccc(-c2noc(CCCC(=O)NC3CCCC3)n2)c1	8%	-11%	-26%	-18%	-13%	10	7	-16%	27
COc1ccc(C(=O)C2CCCN(S(=O)(=O)C(C)C)C2)c(C)c1 (centres undefined)	-3%	0%	0%	9%	5%	15	-1	4%	10
O=C1CCCC2=C1C(c1ccsc1)CC(=O)N2c1ccccc1 (centres undefined)	8%	11%	-10%	13µM*	-14%	-20	8	9%	-7
O=C(O)COCC(=O)N1CCN(C2c3ccccc3-c3ccccc32)CC1	0%	-8%	0%	1%	22%	-9	-2	0%	-9
Clc1ccc(CN2CCCCCC2)cc1Cl	6%	-16%	1%	-11%	-6%	-62*	-19	2%	-4
CCC(C)NCCOCCSc1ccc(Cl)cc1 (centres undefined)	-1%	1%	5%	7%	0%	-78*	-10	-14%	-52*
COc1ccc(OCCCC(=O)ON=C(N)c2ccccc2Cl)cc1	1%	?	0%	-6%	14%	15	2	20%	-7
Cc1cc(C(=O)COc2ccc(Br)cc2F)c(C)n1C1CC1	16%	-11%	?	?	-7%	-3	-6	0%	-54*
CCN(CC)C(=O)CSc1nnc(CNc2ccc(F)cc2)n1Cc1ccco1	-2%	7%	-11%	-7%	-8%	2	1	-5%	5
Cc1cc2oc(=O)cc(-c3ccccc3)c2c(C)c1-c1ccc(N(C)C)cc1	0%	-4%	-9%	-1%	4%	2	-4	2%	13
Cc1cccc(OCCc2c(C)[nH]c(=S)[nH]c2=O)c1	9%	?	?	-29%	?	-10	3	?	-6
COC(=O)c1c(NC(=O)c2ccc(S(=O)(=O)N(C)C3CCCCC3)cc2)sc2c1CCN(C)C2	6%	/	-28%	15%	/	/	-11	/	/
COc1ccccc1NC(=O)CSCC(N)=O	-12%	0%	0%	6%	12%	14	5	6%	6
COc1cc2oc(=O)ccc2cc1[C@H](O)[C@@H](O)C(C)(C)O	2%	-4%	19%	24%	-3%	39	8	11%	12
COc1ccc(N(C)S(=O)(=O)c2ccc3c(c2)oc(=O)n3C)cc1	-7%	-11%	1%	-1%	-1%	13	1	-2%	1
CCN(C[C@H]1N[C@@](Cc2ccccc2)(C(=O)OC)[C@H]2C(=O)N(C)C(=O)[C@@H]12)C(=O)Nc1ccc(F)cc1	3%	-1%	0%	-3%	14%	0	-1	0%	-2
Cc1ccc(C)c(NC(=O)CSc2nc(C)cc(C)c2C#N)c1	2%	6%	6%	-30%	10%	5	11	-6%[9.24 µM]	23
CCn1c(CCc2ccccc2)nc2ccccc21	1%	-1%	-1%	2%	-3%	-2	0	5%	0
OC(COc1ccccc1)CN1CCN(c2ncccn2)CC1 (centres undefined)	-4%	-2%	1%	?	-3%	?	-33	17%	-6
COCCCC1CCN(C(=O)c2cc(COc3cc(C)ccc3C)on2)CC1	16%	-3%	3%	-13%	-10%	7	2	-6%	12
CC(C)(C)C(=O)Oc1ccc2cc(-c3ccc4ccccc4n3)c(=O)oc2c1	-6%	23µM*	0%	-27%	-2%	-3	8	-7%	41
Cc1onc(-c2c(Cl)cccc2Cl)c1C(=O)c1c[nH]c(C(=O)NCCCN2CCOCC2)c1	1%	1%	21%	23%	-3%	-54*	-1	9%	15
COc1ccc(-c2nnc(NC(=O)CSc3ccccc3)s2)cc1OC	7%	14%	-7%	1%	1%	-13	-9	2%	5
O=C(O)c1ccc(Cl)c(S(=O)(=O)NCC2CCCO2)c1 (centres undefined)	2%	0%	-1%	3%	-4%	-54*	-2	-5%	-10
COc1ccc(NC(=O)Cn2c(=O)n(CCC(=O)NCc3ccccc3OC)c(=O)c3ccccc32)cc1Cl	-4%	/	-11%	?	/	/	-14	/	/
O=C(N/N=C/c1cccc(O)c1)c1ccc(COc2ccc3c(c2)CCC3)o1	-21%	-2%	7%	0%	-16%	-19	10	-13%	-15
CC(C)CC[n+]1ccn(-c2nc3ccccc3nc2[N-]S(=O)(=O)c2ccccc2)c1	2%	-7%	-5%	13%	3%	-2	-1	-7%	-2
CCOc1ccc(/C=N/NC(=O)c2ccc(CSc3nc4ccccc4[nH]3)cc2)cc1	19%	12%	0%	21%	?	9	-1	?	21
Cc1[nH]n(C(N)=S)c(=O)c1N=Nc1ccc(Cl)cc1Cl	-3%	-12%	-11%	18%	-11%	-9	2	1%	0

Single records, from the list above.
COc1ccccc1NC(=O)CSCC(N)=O is entered as GLP-1R agonist: -12%; SW480 rerep: 0%; KB-3-1 tox: 0%; KB-V1 MDR tox: 6%; HT1080-NT tox: 12%; D3 antag: 14; D3 ag: 5; HT1080 IDH1KD tx: 6%; IL-1B inflam inh: 6
CCc1cc2c(=O)n(Cc3ccco3)c(SCC(=O)N(C)C3CCS(=O)(=O)C3)nc2s1 (centres undefined) is entered as GLP-1R agonist: 9%; SW480 rerep: -1%; KB-3-1 tox: -1%; KB-V1 MDR tox: ?; HT1080-NT tox: -7%; D3 antag: 7; D3 ag: 4; HT1080 IDH1KD tx: -12%; IL-1B inflam inh: 30

(continued)
SMILES	GLP-1R agonist	SW480 rerep	KB-3-1 tox	KB-V1 MDR tox	HT1080-NT tox	D3 antag	D3 ag	HT1080 IDH1KD tx	IL-1B inflam inh
Cc1cc(C)n(CCNS(=O)(=O)c2ccc(Cl)cc2)n1	-3%	-4%	-2%	2%	9%	-4	5	5%	-3
c1nnnn1C12CC3CC(CC(C3)C1)C2	-1%	1%	9%	21%	17%	-2	7	20%	14
COc1ccc(CNC(=O)CN(C(=O)CCC(=O)Nc2ccccn2)c2ccccc2OC)cc1	3%	7%	1%	?	-1%	25	3	0%	-4
CC(=O)c1ccc(N2CCN(c3ccc(S(=O)(=O)NCCN(C)C)cc3[N+](=O)[O-])CC2)cc1	1%	-2%	1%	0%	0%	12	-12	1%	9
O=C(O)c1ccccc1C(=O)Nc1cccc([N+](=O)[O-])c1	0%	-1%	0%	2%	-4%	5	4	-1%	-15
CCOC(=O)N1CCN(C(=O)c2ccc(Cn3c(=S)[nH]c4cc(C(=O)OC)ccc4c3=O)cc2)CC1	-5%	-12%	1%	6%	5%	75	9	-3%	4
O=C(Cn1nnc2ccccc2c1=O)NCc1ccc(Cl)cc1	2%	0%	13%	-9%	6%	-21	-13	-4%	-7
CCc1ccc(C(=O)Nc2cc3c(cc2Cl)OCCCO3)cc1	-2%	1%	-1%	-25%	-8%	9	-2	2%	-5
O=C(CSc1ncn[nH]1)c1ccc2c(c1)OCCO2	-6%	0%	1%	1%	14%	10	0	-16%	23
Cc1noc(C)c1C(=O)N1CCc2ccccc2C1	-3%	-1%	9%	-5%	2%	-4	0	-24%	3
Cc1ccc(NS(=O)(=O)c2cc(NC(=O)c3cc(=O)[nH]c(=O)[nH]3)ccc2Cl)c(C)c1	5%	1%	-8%	22%	?	-9	-12	?	6
O=C(NCCC(c1ccccc1)c1ccccc1)c1cccs1	3%	1%	-3%	-14%	3%	5	-19	1%	-56*
COc1ccc(COC(=O)C2CCN(S(=O)(=O)c3ccc(C)cc3)CC2)cc1	2%	-4%	-3%	0%	6%	2	6	3%	16
COc1ccc(NC2CCCN(C(=O)c3ccccc3C(F)(F)F)C2)cc1 (centres undefined)	-1%	-2%	/	/	2%	30	1	10%	11
CCCCOc1ccc(C2C3CN(C(=O)OCC)CC=C3C(C#N)=C(N)C2(C#N)C#N)cc1OC (centres undefined)	1%	17%	4%	?	-7%	38	6	?	39
CN1CCN(C(=O)C2=C[C@H](c3ccc4c(c3)OCO4)C[C@H](OCCCCO)O2)CC1	-7%	3%	14%	2%	12%	-30	-11	7%	15
